STEP block = inhibitors of human striatal-enriched phosphatase STEP | inhibition, % at 20 µM | actives 0.25% (n = 360,000) | P54829 | recombinant STEP, OMFP fluorogenic substrate, fluorescence;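 active = inhibition at 20 µM, scaled per plate between control wells, above about 37%, limit read from the data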;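 note: 0% = DMSO with enzyme and substrate and 100% = substrate only without enzyme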
Target sequence (P54829 whole entry, looked up): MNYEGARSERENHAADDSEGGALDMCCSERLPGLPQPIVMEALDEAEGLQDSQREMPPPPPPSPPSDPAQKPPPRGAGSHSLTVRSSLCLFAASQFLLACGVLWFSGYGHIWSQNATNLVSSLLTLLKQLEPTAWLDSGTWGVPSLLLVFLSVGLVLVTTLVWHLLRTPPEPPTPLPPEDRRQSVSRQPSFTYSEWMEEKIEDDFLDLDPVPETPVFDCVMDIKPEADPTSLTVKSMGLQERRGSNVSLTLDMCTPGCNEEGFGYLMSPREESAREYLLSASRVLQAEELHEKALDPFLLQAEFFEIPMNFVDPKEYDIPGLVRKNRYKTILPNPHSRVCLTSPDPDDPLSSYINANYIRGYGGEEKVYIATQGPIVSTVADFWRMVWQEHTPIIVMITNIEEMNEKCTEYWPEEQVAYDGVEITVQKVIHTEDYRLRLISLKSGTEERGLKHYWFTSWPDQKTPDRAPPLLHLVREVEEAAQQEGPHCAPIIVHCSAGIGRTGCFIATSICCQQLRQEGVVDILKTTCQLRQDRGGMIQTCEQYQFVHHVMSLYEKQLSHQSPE
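System: isolated STEP enzyme; schedule: 20 min enzyme reaction at room temperature, protected from light; medium: Bis-Tris buffer pH 6.0, 2.5 mM DTT, 0.005% Tween 20; signal: fluorescence, 480/540 nm; dosing: single compound dose of 20 µM, 1% DMSO final; also added: OMFP substrate, 25 µM final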
SUMO1-SIM PPI = modulators of human SUMO1-mediated protein-protein interactions | inhibition, % at 20 µM | SUMO1 binding to a labelled peptide, TR-FRET, 1 h | P63165 | actives 0.33% (n = 360,000); in the data active = inhibition above about 37%
Target sequence (P63165 whole entry, looked up): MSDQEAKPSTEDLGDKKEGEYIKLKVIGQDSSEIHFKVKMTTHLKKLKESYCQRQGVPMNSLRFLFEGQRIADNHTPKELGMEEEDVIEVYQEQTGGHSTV
SKN-1 block = C. elegans SKN-1 inhibition. C. elegans VP596 Pgst-4::GFP/RFP ratio, acrylamide-induced, 24 h. inhibition, % at 21.8 µM. actives 0.49% (n = 360,000). AID 624304;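 active = interference check ratio from 0.5 to 1.5 plus GFP to RFP signal ratio inhibition reaching or exceeding a fixed threshold, cut at about 30% in these data, passing the limit was not always enough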; note: some compounds called inactive have numbers as strong as hits
NadD block = inhibitors of Staphylococcus aureus NadD | purified NadD enzyme, colorimetric absorbance read-out | inhibition, % at 20 µM | actives 0.78% (n = 360,000); in the data active = inhibition above about 26%; note: some compounds past the cut are filed as inactive
LMPTP inh = LMPTP (human) inhibition | recombinant LMPTP-A, OMFP fluorogenic substrate, fluorescence intensity | actives 0.22% (n = 360,000) | P24666 | inhibition, % at 20 µM;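 active = compounds that cut the enzyme signal by at least half of the control window in the single-dose screen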;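 note: plate controls were DMSO wells with enzyme plus substrate for no effect and substrate without enzyme for full effect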
Target sequence (P24666 whole entry, looked up): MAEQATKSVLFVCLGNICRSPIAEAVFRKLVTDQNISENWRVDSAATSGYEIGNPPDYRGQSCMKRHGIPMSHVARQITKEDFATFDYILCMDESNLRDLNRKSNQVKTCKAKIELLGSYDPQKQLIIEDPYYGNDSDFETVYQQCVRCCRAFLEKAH
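Test system – LMPTP-A phosphatase enzyme · Quantity – 0.625 nM LMPTP-A final · Reagent – OMFP substrate, 400 µM final · Dosing – one test concentration per compound, 20 µM, with 3% DMSO overall · Timing – 50 min enzyme reaction at room temperature, protected from light · Detection – fluorescence intensity · Controls – substrate-only low control, DMSO enzyme-plus-substrate high control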
Scp1 inh = Scp-1 (human) phosphatase inhibition; Q9GZU7; Recombinant Scp1, phosphopeptide, malachite green phosphate absorbance; inhibition, % at 20 µM; actives 0.88% (n = 340,000); AID 493091;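 active = inhibition above about 50% at 20 µM, limit read from the data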;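 note: plate controls were DMSO wells with enzyme for no effect and wells lacking enzyme for full effect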
Target sequence (Q9GZU7 76-261 limits assumed): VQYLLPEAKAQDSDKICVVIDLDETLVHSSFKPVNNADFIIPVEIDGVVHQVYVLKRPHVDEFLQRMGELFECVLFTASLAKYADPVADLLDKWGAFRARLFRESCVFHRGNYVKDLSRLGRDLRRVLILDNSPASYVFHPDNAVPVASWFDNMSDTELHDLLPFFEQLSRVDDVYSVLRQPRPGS
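Material – SCP-1 phosphatase catalytic domain, residues 76-261 · Buffer or medium – Acidic Tris acetate buffer with magnesium and detergent · Also added – Phospho 17-mer peptide substrate · Compound – single 20 µM dose, 1% DMSO · Times – 45 min room-temperature reaction, 5 min colour, 30 min stabiliser · Technique – Phosphate-binding colour reagent, absorbance read at 630 nm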
DNMT1 block = DNMT1 (human) enzyme inhibition | P26358 | AID 588458 | DNMT1 molecular beacon, Hinp1I cleavage, fluorescence | inhibition (reported as % activation of signal), % at 10 µM | actives 0.83% (n = 360,000); in the data active = inhibition above about 50%
CendR NRP1 mod = alters CendR peptide binding to human NRP-1 | O14786 | FAM-RPARPAR peptide binding to NRP-1, fluorescence polarization | inhibition, % at 25 µM | actives 0.85% (n = 360,000) | AID 602438;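 active = inhibition or corrected inhibition above about 18%, plus a signal ratio from 0.5 to 1.5, limit read from the data, passing the limit was not always enough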; note: strong numbers were not always called active
Neddylation inh = cullin neddylation inhibition | TR-FRET cullin neddylation, biochemical | calls only at 25 µM | actives 0.58% (n = 360,000) | P61081+Q13564; in the data active = inhibition above about 36%
TbMetRS inhib = blocks T. brucei methionyl-tRNA synthetase activity; purified T. brucei MetRS, ATP depletion, Kinase-Glo luminescence; inhibition, % at 11.9 µM; actives 0.4% (n = 360,000); AID 624268;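 active = inhibition above a per-plate cutoff of the control wells' mean inhibition plus 3 SD, cut at about 5.5% in these data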;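 note: 0% = DMSO wells median and 100% = median of wells with control inhibitor compound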
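Dosing: 11.9 µM single point; system: parasite MetRS enzyme; technique: luminescence of leftover ATP; times: 15 min enzyme-compound preincubation, 2 h reaction, 10 min detection, 25 °C; replicates: each compound tested once; read-out basis: percent inhibition relative to median high and low control wells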
* marks the source's active call; other numbers are inactive results; i = inactive; . = not tested or not shown.

Field names – A = STEP block; B = SUMO1-SIM PPI; C = SKN-1 block; D = NadD block; E = LMPTP inh; F = Scp1 inh; G = DNMT1 block; H = CendR NRP1 mod; I = Neddylation inh; J = TbMetRS inhib
1: COc1ccc(-c2csc(/C(C#N)=C/Nc3cc4oc5ccccc5c4cc3OC)n2)cc1
  A = -1; B = 0; C = -8; D = 26; E = 0.6; F = -5; G = -7; H = -19; I = i; J = 0.5
2: Nc1ccn([C@H]2CC[C@@H](CO)O2)c(=O)n1
  A = 2; B = -5; C = -1; D = -3; E = -1.3; F = -9; G = -3; H = -3; I = i; J = -0.7
3: COC(=O)c1sc2nc3c(c(-c4cccs4)c2c1N)CCCC3
  A = 1; B = -8; C = -2; D = 0; E = 1.7; F = 5; G = -3; H = -34; I = i; J = -0.5
4: Cc1ccc(-c2nc3ncccc3o2)cc1NC(=O)c1ccc([N+](=O)[O-])o1
  A = 0; B = -33; C = 2; D = -1; E = -1.0; F = -3; G = 24; H = 1; I = i; J = -0.4
5: COC(=O)CCn1nc(-c2ccc(C)cc2)c2ccccc2c1=O
  A = 1; B = 7; C = 6; D = -5; E = -0.4; F = -5; G = 1; H = -5; I = i; J = 0.7
6: CCS(=O)(=O)NC(C)C(c1cccs1)N1CCN(c2ccc(F)cc2)CC1 (stereo not drawn)
  A = 4; B = 2; C = -10; D = -2; E = -1.3; F = -6; G = 7; H = -4; I = i; J = -0.8
7: O=C(O)c1cc(CN2CCOCC2)oc1-c1ccccc1
  A = 0; B = -1; C = 1; D = 2; E = -1.2; F = 9; G = 3; H = 6; I = i; J = -0.4
8: Cc1ccc(C)c(NC(=O)C(CC(=O)O)Cc2ccccc2)c1 (stereo not drawn)
  A = -3; B = -3; C = 8; D = -3; E = -1.3; F = -4; G = 3; H = 10; I = i; J = -2.7
9: COC(=O)c1cc2sc(Cl)cc2n1CC(=O)NCCC(C)C
  A = -2; B = -1; C = 5; D = 10; E = -2.0; F = -4; G = 4; H = -2; I = i; J = -0.7
10: Cc1ccc(C(=O)NNC(=O)c2ccccc2O)cc1S(=O)(=O)N1CCCCC1
  A = 6; B = 6; C = 9; D = 3; E = -0.3; F = -7; G = 0; H = -15; I = i; J = -0.1
11: Cc1cc(-c2ccco2)c(C#N)c2nc3ccccc3n12
  A = 25; B = 30; C = 1; D = 27; E = 73*; F = 66*; G = 69*; H = -99; I = .; J = -0.5
12: O=C(CSc1nc2[nH]ncc2c(=O)n1-c1ccccc1)NCCc1ccccc1
  A = -2; B = 5; C = 11; D = 0; E = -0.1; F = -13; G = -2; H = -3; I = i; J = -0.1
13: COc1cccc(CNC(=O)CCC2CCCN(C(=O)c3ccoc3)C2)c1 (stereo not drawn)
  A = -4; B = -3; C = 7; D = -6; E = 0.3; F = -7; G = -1; H = -6; I = i; J = -0.4
14: CN1CCCCC1(C)C(=O)NCc1ccc(F)cc1 (stereo not drawn)
  A = 0; B = 1; C = -9; D = -6; E = -3.3; F = .; G = -3; H = 4; I = i; J = -0.4
15: O=C(NC1CCCC1)c1cc(-c2ccccc2Cl)on1
  A = 1; B = 8; C = 35; D = -5; E = 0.2; F = -1; G = 1; H = 11; I = i; J = 0.0
16: Cc1ccn(CCC(=O)N2CCc3ccccc32)n1
  A = -3; B = -1; C = -3; D = -1; E = -0.6; F = 3; G = -2; H = 20*; I = i; J = -0.3
17: Cc1cc(C)n(CC(=O)N/N=C/c2cccs2)n1
  A = 2; B = -3; C = 19; D = -2; E = -2.3; F = -9; G = -4; H = -4; I = i; J = -0.6
18: CCC(CC)NC(=O)Cn1c(C(C)NC(C)=O)nc2ccccc21 (stereo not drawn)
  A = 0; B = -1; C = -2; D = -3; E = -1.3; F = -4; G = -1; H = 3; I = i; J = 0.2
19: CCOC(=O)C1(CCOc2ccccc2)CCN(Cc2ccc(OCCO)cc2)CC1
  A = -2; B = 3; C = -13; D = -11; E = -2.1; F = -2; G = -1; H = 14; I = i; J = -1.0
20: O=S(=O)(c1ccc(Br)cc1Cl)N1CCN(CCO)CC1
  A = 1; B = -1; C = 3; D = -5; E = 0.2; F = -2; G = 1; H = 4; I = i; J = -0.4
21: O=C(NC1CCCC1)c1ccc(CNc2c(N3CCOCC3)c(=O)c2=O)cc1
  A = -1; B = 2; C = -7; D = -4; E = -0.8; F = -3; G = 3; H = -2; I = i; J = -0.8
22: CCOC(=O)c1c[nH]c2ccc3ccccc3c2c1=O
  A = 3; B = 9; C = 13; D = -4; E = -1.3; F = -2; G = 5; H = 1; I = i; J = 2.0
23: CCN(CC)S(=O)(=O)c1cccc(-c2nnc(SCCCC(=O)c3ccc(F)cc3)o2)c1
  A = 1; B = -2; C = -5; D = 7; E = 2.4; F = -18; G = -1; H = 4; I = i; J = 0.0
24: Cc1ccc(-n2c(COc3cccc(C)c3)n[nH]c2=S)cc1
  A = 1; B = -3; C = -17; D = 8; E = 2.5; F = -3; G = 0; H = -3; I = i; J = -1.2
25: c1ccc(NC2=NCCN2CC2CCCC2)cc1
  A = -1; B = 3; C = 5; D = 1; E = -0.9; F = -3; G = 1; H = 10; I = i; J = -0.4
26: CN(C)c1ccc(CNC(=O)CCS(=O)(=O)c2ccc3c(c2)n(C)c(=O)c(=O)n3C)cc1
  A = 2; B = 23; C = 12; D = -2; E = -0.6; F = 64*; G = 30; H = -5; I = i; J = -0.1
27: COc1ccc(C(c2nnnn2-c2ccc(OC)cc2)N2CCN(C/C=C/c3ccccc3)CC2)cc1 (stereo not drawn)
  A = 0; B = 0; C = 17; D = 1; E = 1.2; F = .; G = -8; H = 4; I = i; J = -0.3
28: CCN(CC)S(=O)(=O)c1ccc2[nH]cc(C(=O)NC3CC3)c(=O)c2c1
  A = 6; B = 2; C = 2; D = -7; E = -1.8; F = -1; G = 5; H = 11; I = i; J = 0.0
29: COCCN(CCOC)Cc1c(C)[nH]c2c(C)c(C)ccc2c1=O
  A = 4; B = -1; C = 7; D = 0; E = 0.1; F = -5; G = 1; H = 11; I = i; J = -0.1
30: Cc1ccc(C2(c3ccccc3)NC(=O)N(CC(=O)NC3CCCCC3)C2=O)cc1C (stereo not drawn)
  A = 0; B = 2; C = 7; D = -3; E = 4.7; F = -5; G = -2; H = 10; I = i; J = 0.4
31: O=C(CC(NC(=O)OCc1ccccc1)C(=O)OCc1ccccc1)OCc1ccccc1 (stereo not drawn)
  A = 0; B = -4; C = 8; D = 4; E = 3.6; F = -19; G = 8; H = 18; I = i; J = -0.4
32: COc1ccc(-n2c(SCC(=O)Nc3ccccc3)nnc2-c2ccc(NS(=O)(=O)c3ccc(C)cc3)cc2)cc1
  A = 2; B = 1; C = 15; D = 49*; E = 1.0; F = -10; G = 15; H = 9; I = i; J = 0.5
33: Cc1ccc(C)c(-c2cc(C(=O)N/N=C/c3cccnc3)c3ccccc3n2)c1
  A = -3; B = -2; C = -15; D = 3; E = -1.2; F = 3; G = -3; H = 9; I = i; J = -0.1
34: COc1ccc(OC)c(S(=O)(=O)Nc2c(F)cccc2F)c1
  A = 2; B = 0; C = 4; D = -4; E = -2.0; F = -2; G = 2; H = -8; I = i; J = -2.1
35: O=C(CNS(=O)(=O)c1ccccc1)N1CCCC1
  A = -4; B = 0; C = 6; D = 5; E = -1.1; F = -3; G = -3; H = 16; I = i; J = -0.6
36: CCC(NC(=O)c1cccc(Cn2cc([N+](=O)[O-])cn2)c1)c1ccc(C(C)C)cc1 (stereo not drawn)
  A = 1; B = 0; C = -15; D = -3; E = 1.4; F = 3; G = 6; H = 4; I = i; J = -0.8
37: Cc1ccc(CNC(=O)CCn2ccc3cc(S(=O)(=O)N4CCCC4)ccc32)cc1
  A = -1; B = 2; C = -2; D = -7; E = 0.4; F = -7; G = 0; H = 3; I = i; J = -0.3
38: O=C(NC1=NCCS1)c1cccc(NC(=O)c2ccco2)c1
  A = -1; B = 1; C = 2; D = 0; E = 0.3; F = 2; G = 1; H = 23; I = i; J = -2.1
39: CC(=O)OC(C(=O)NC1CCCCC1)c1ccc(Cl)c(Cl)c1 (stereo not drawn)
  A = 1; B = 0; C = -8; D = -8; E = -0.7; F = -2; G = -2; H = -3; I = i; J = 0.9
40: CCC(CO)n1c(SCc2cc(=O)oc3cc(C)ccc23)nc2ccccc2c1=O (stereo not drawn)
  A = -3; B = -2; C = -15; D = -5; E = -1.5; F = -1; G = 0; H = -8; I = i; J = -1.4

Records listed so far that bear a hit mark in NadD block:
Field names – A = STEP block; B = SUMO1-SIM PPI; C = SKN-1 block; D = NadD block; E = LMPTP inh; F = Scp1 inh; G = DNMT1 block; H = CendR NRP1 mod; I = Neddylation inh; J = TbMetRS inhib
32: COc1ccc(-n2c(SCC(=O)Nc3ccccc3)nnc2-c2ccc(NS(=O)(=O)c3ccc(C)cc3)cc2)cc1
  A = 2; B = 1; C = 15; D = 49*; E = 1.0; F = -10; G = 15; H = 9; I = i; J = 0.5

(listing goes on)
Field names – A = STEP block; B = SUMO1-SIM PPI; C = SKN-1 block; D = NadD block; E = LMPTP inh; F = Scp1 inh; G = DNMT1 block; H = CendR NRP1 mod; I = Neddylation inh; J = TbMetRS inhib
41: O=c1[nH]c(-c2ccccc2Cl)nc2c1sc(=S)n2-c1ccccc1
  A = -1; B = 6; C = 7; D = -1; E = -1.6; F = -13; G = -2; H = -10; I = i; J = 0.3
42: CC1CN(c2cc(=O)n(-c3ccc(Cl)cc3)c(=O)[nH]2)CC(C)O1 (stereo not drawn)
  A = 1; B = 0; C = 4; D = -7; E = 2.0; F = -1; G = 1; H = 0; I = i; J = -0.7
43: C/C=C/COc1nc2c(c(=O)n(C)c(=O)n2C)n1C
  A = -1; B = 2; C = 7; D = 1; E = 0.7; F = -7; G = -3; H = 5; I = i; J = -0.5
44: Cc1cccc(CN(C)C)c1CC(O)(c1ccccc1)c1ccccc1
  A = -1; B = -1; C = 12; D = -6; E = -1.8; F = -5; G = -1; H = -1; I = i; J = -0.2

Rewritten in markdown: part of the list above.
| entry | molecule | STEP block | SUMO1-SIM PPI | SKN-1 block | NadD block | LMPTP inh | Scp1 inh | DNMT1 block | CendR NRP1 mod | Neddylation inh | TbMetRS inhib |
| --- | --- | --- | --- | --- | --- | --- | --- | --- | --- | --- | --- |
| 41 | O=c1[nH]c(-c2ccccc2Cl)nc2c1sc(=S)n2-c1ccccc1 | -1 | 6 | 7 | -1 | -1.6 | -13 | -2 | -10 | i | 0.3 |
| 42 | CC1CN(c2cc(=O)n(-c3ccc(Cl)cc3)c(=O)[nH]2)CC(C)O1 (stereo not drawn) | 1 | 0 | 4 | -7 | 2.0 | -1 | 1 | 0 | i | -0.7 |

Compounds were not picked by outcome; overall some 4.6% were active at least once.
